GPR7 antagonist = antagonists of human GPR7 (neuropeptides B/W receptor 1). P48145. GPR7-expressing cells, fluorescence antagonist assay. inhibition, % at 4.4 µM. 290,000 compounds, 1.1% hits. AID 1861; in the data active = inhibition above about 16%, passing the limit was not always enough;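 also: cells stimulated with the agonist NPW; 0% = agonist with vehicle and 100% = vehicle without agonist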
MEKK3 PB1 HTS = MEKK3-MEK5 PB1 interaction, increase or decrease; Q99759; bead-based flow cytometry, Alexa488-MEK5 binding to MEKK3; actives lie on both sides; 0 = blocked by unlabeled MEK5, 100 = vehicle; binding response (% of control), % at 10 µM; 290,000 compounds, 1.4% hits; AID 1529;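 active = binding response more than 3 SD above or below the average of its plate-row segment, actives on both sides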;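 also: Alexa488 bead fluorescence after subtracting the streptavidin-only scavenger bead signal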
OXTR agonist = activates the human oxytocin receptor | activation, % at 3 µM | 320,000 compounds, 0.32% hits | P30559 | CHO-OTR cells, Fluo-8 calcium fluorescence; normalized: DMSO 0%, oxytocin 100%;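 active = activation above the mean of all tested compounds plus 3 SD, cutoff set per screening run, cut at about 20% in these data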;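 also: peak over basal fluorescence ratio from a 100 s FLIPR kinetic read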
V1aR counter = activates human V1a receptor in oxytocin agonist counter-screen; activation, % at 3 µM; 320,000 compounds, 0.25% hits; AID 2797; CHO-V1R cells, Fluo-8 calcium fluorescence, agonist mode; 0% DMSO, 100% 3 nM vasopressin;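 active = activation above the mean activation of all tested compounds plus 3 SD, per screening run, cut at about 20% in these data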;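 also: signal is peak over basal fluorescence ratio across a 100 second FLIPR read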
Target sequence (P37288 whole entry, looked up): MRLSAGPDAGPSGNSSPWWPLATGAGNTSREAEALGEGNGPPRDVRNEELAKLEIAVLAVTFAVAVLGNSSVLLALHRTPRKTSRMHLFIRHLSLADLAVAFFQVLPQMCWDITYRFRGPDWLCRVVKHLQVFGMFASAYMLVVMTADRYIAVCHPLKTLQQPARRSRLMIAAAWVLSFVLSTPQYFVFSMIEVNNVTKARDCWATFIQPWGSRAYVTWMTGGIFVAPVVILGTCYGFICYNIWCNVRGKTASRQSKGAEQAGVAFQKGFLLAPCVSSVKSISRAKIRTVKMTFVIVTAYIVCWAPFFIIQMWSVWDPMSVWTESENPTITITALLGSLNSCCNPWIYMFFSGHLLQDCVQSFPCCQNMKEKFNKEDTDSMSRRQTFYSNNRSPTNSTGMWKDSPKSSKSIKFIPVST
MEKK2 WT-MEK5 = raises or lowers MEK5 binding to wildtype human MEKK2 PB1 domain; AID 1531; binding response (% of control), % at 10 µM; 290,000 compounds, 1.1% hits; bead flow cytometry, Alexa488-MEK5 binding to MEKK2 WT; actives lie on both sides; Q9Y2U5; in the data active = binding response below about 67% or above about 130%
NALP1 inh = blocks the NALP1 inflammasome reconstituted in yeast; 280,000 compounds, 0.61% hits; S. cerevisiae NALP1/ASC/caspase-1 growth, X-gal OD620, 72 h; inhibition, % at 10 µM; in the data active = inhibition mostly above about 24%, no sharp cut-off; inactive = mostly below about 32%; also: some compounds called inactive have numbers as strong as hits
GalR3 antag = human GalR3 antagonism | O60755 | HEK293 GalR3-CNG cAMP membrane potential fluorescence; galR3 body fused to GalR1 C-terminus | inhibition, % at 3 µM | 360,000 compounds, 0.44% hits;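 active = inhibition above the screen-wide average plus 3 SD, cut at about 13% in these data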;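 also: forskolin and galanin both at EC90 stimulate the cells; cAMP rise reported by CNG channel membrane potential dye signal; 0% = forskolin plus galanin with DMSO and 100% = forskolin alone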
Target sequence (O60755 1-299 limits assumed): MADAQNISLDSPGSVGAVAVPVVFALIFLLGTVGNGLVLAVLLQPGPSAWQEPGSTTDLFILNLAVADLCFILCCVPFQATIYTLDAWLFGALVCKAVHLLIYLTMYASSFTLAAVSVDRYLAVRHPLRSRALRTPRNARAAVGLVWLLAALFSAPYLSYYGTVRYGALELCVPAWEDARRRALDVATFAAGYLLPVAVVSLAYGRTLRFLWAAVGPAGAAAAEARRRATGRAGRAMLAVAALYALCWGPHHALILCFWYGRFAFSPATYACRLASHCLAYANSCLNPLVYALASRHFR
PHOSPHO1 inh = inhibitors of human PHOSPHO1 phosphatase | 290,000 compounds, 1.1% hits | recombinant PHOSPHO1, absorbance phosphatase assay | Q8TCT1 | inhibition, % at 13.3 µM; in the data active = inhibition above about 60%
Target sequence (Q8TCT1 whole entry, looked up): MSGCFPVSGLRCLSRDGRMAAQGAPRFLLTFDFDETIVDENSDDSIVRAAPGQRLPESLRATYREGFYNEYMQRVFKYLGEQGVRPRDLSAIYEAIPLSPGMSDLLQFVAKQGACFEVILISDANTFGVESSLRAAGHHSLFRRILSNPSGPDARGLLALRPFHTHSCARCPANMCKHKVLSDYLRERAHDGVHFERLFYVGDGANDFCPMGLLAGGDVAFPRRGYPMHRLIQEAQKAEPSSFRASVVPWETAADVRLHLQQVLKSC
MEKK2mut PB1 HTS = signal of MEK5 binding to mutant human MEKK2 PB1 domain | 290,000 compounds, 0.35% hits | AID 1530 | percent response, % at 10 µM | bead flow cytometry, Alexa488-MEK5 binding to MEKK2 mutant; in the data active = percent response above about 24%, passing the limit was not always enough; also: inactives centre near 1; some results filed as inactive read as strong as hits; reference of the scale not given here
Starred values were filed as active, the others as inactive; . = no result given.

SMILES	GPR7 antagonist	MEKK3 PB1 HTS	OXTR agonist	V1aR counter	MEKK2 WT-MEK5	NALP1 inh	GalR3 antag	PHOSPHO1 inh	MEKK2mut PB1 HTS
Cc1cc(NC(=O)CSc2nnc(-c3ccccc3)n2C)no1	-6	103	-1.1	-0.7	102	0	-5	14	0
CC(=O)c1nc(N2C(=O)CC(Cc3cc(C)cc(C)c3)C2=O)sc1C (configuration not stated)	-3	101	-0.5	1.3	99	22	3	3	-1
CCC(=O)NC(c1cccc([N+](=O)[O-])c1)c1c(OC(C)=O)ccc2ccccc12 (configuration not stated)	-8	91	-0.8	-0.8	92	21	-6	5	7
C=CCNc1cc(C)oc(=O)c1C(=O)CC	-10	101	-1.1	-0.4	97	13	-2	14	-1
COc1ccc(C(=O)O)cc1NC(=S)NC(=O)c1ccc(-c2ccc(Cl)cc2)o1	1	94	.	.	84	17	3	32	-12
CCCCNC(=O)c1cc2cc(CC)ccc2[nH]1	-5	94	-1.2	-1.3	94	.	-5	19	-5
CCOc1ccc(CN2CCN(Cc3cccn3-c3nccs3)CC2CCO)cc1 (configuration not stated)	-3	87	-0.3	0.1	89	7	-6	20	-17
O=[N+]([O-])c1ccc(S(=O)(=O)NCC2CCCO2)cc1 (configuration not stated)	1	93	-1.1	0.4	94	-11	-2	1	-3
O=C(O)c1ccc(-n2cccc2/C=C2/NC(=O)N(c3ccccc3)C2=O)cc1	10	96	0.1	-0.3	91	.	0	-2	-10
CNc1oc(-c2ccccc2)nc1C#N	2	101	-0.9	-0.8	99	14	-3	-36	-15
COc1ccc(N2CCN(CC(O)COc3cc(C)ccc3C)CC2)cc1 (configuration not stated)	-1	108	1.1	2.8	111	28	-14	24	9
O=C(NCC1CCCO1)c1ccc(CS(=O)(=O)c2c(Cl)cccc2Cl)o1 (configuration not stated)	-8	103	-0.6	-0.6	105	-12	5	9	4
COc1cccc(OCCn2cc(C(=O)c3ccco3)c3ccccc32)c1	11	99	2.0	4.5	101	13	-4	24	-3
COc1cccc(N/N=C/c2cccc(Br)c2O)c1	-3	98	0.5	0.0	95	-28	-4	-89	-8
Cc1cc(C)c(S(C)(=O)=O)c(Oc2ccc(F)cc2)n1	-3	.	-2.0	-0.7	.	-4	-3	37	.
Cc1ccc(C)c(N2CC(=O)N(c3cc(C)ccc3C)CC2=O)c1	12	94	0.8	-0.7	88	7	-2	4	-10
Cc1ccccc1Cn1c(CN2CCN(C(=O)c3ccco3)CC2)nc2c1c(=O)n(C)c(=O)n2C	.	102	-0.9	-0.2	110	.	.	-9	4
O=S(=O)(c1cccc(-c2n[nH]c(=S)n2Cc2ccccc2)c1)N1CCOCC1	-11	103	0.5	0.1	100	-4	-4	-65	3
O=C(O)CC(NC(=O)C(F)(F)F)c1ccc2c(c1)OCO2 (configuration not stated)	17	94	-0.4	0.3	85	-2	-2	25	-10
CCOC(=O)C1C(=O)CC(C)(O)C(C(=O)OCC)C1c1ccco1 (configuration not stated)	-6	94	-0.1	1.3	97	21	-3	38	-5
Cc1nc2ccccc2c(=O)n1NS(C)(=O)=O	-12	109	-0.3	0.4	108	13	-1	-38	13
Cc1ccc(NC(=O)c2cncc(Br)c2)nc1	-13	97	-0.4	0.4	98	8	1	38	-4
O=C(O)C1=NN(c2c(F)c(F)cc(F)c2F)C(=O)CC1	1	95	1.2	0.2	99	-1	0	38	1
CCOc1ncccc1C(=O)Nc1ccc(S(=O)(=O)NC2=NCCCCC2)cc1	-4	108	1.2	0.9	102	8	-6	44	3
COc1ccc(-c2nc(C(N)=O)c3[nH]c(=O)n(-c4cccc(C)c4)c3n2)c(OC)c1	-11	108	-1.2	0.5	113	25	0	22	12

Later entries.
SMILES	GPR7 antagonist	MEKK3 PB1 HTS	OXTR agonist	V1aR counter	MEKK2 WT-MEK5	NALP1 inh	GalR3 antag	PHOSPHO1 inh	MEKK2mut PB1 HTS
Cc1nc(N2CCCC2C(=O)O)c2oc3ccccc3c2n1 (configuration not stated)	-10	101	-0.1	0.1	103	4	7	-7	5
COc1ccc(NC(=O)c2ccc(C(=O)c3ccccc3)o2)cc1	2	104	4.9	3.3	108	20	-7	-7	6
c1ccc(OCc2noc(CN3CC[C@@H]4CCCC[C@H]4C3)n2)cc1	0	94	-1.6	0.1	92	12	-3	19	-12
CC1(C)Cc2nc(Cl)c(C(N)=O)cc2CO1	-8	96	-0.6	0.4	94	-7	1	19	6
Cc1ccc(-c2cc(C(F)(F)F)nc(SCC(=O)c3cccc([N+](=O)[O-])c3)n2)cc1	5	102	-0.2	-0.5	99	22	0	32	1
COc1ccc(-n2nc(C(N)=O)nc2-c2ccccc2)cc1	-3	97	-0.5	-1.0	99	12	-1	41	-3
Cn1c(SCC(=O)c2c(N)n(C)c(=O)n(C)c2=O)nnc1-c1ccccc1F	5	102	1.9	1.1	99	-3	1	21	-4
Cc1noc(C)c1C(=O)OCC(=O)Nc1c(F)cccc1F	-7	127	0.9	-0.4	114	-8	-6	-2	0
Cc1cc(=O)oc2cc(OC(C)C(=O)Nc3ccc(N4CCOCC4)cc3)ccc12 (configuration not stated)	7	106	1.8	0.4	113	2	-5	29	6
C/C(=N\NC(=O)CSc1nc2ccccc2s1)c1ccco1	-6	82	-0.1	0.5	89	29	-4	-19	-5
O=C(c1cnsn1)N1CCC(CO)(Cc2cccc(F)c2)CC1	-14	98	0.1	0.1	101	-2	4	27	11
CC(O)CNCCOc1cccc(Oc2ccccc2)c1 (configuration not stated)	2	102	2.1	1.2	101	16	-6	47	2
Cc1nc2cc(CO)ccc2n1C	-4	107	0.2	1.3	108	43	-2	-3	5
CCc1nnc(NC(=O)c2ccc(S(=O)(=O)NCC(C)C)cc2)s1	-7	107	1.1	1.2	106	42	-7	4	6
Cc1ccc(O)c(N=Nc2ccc(S(=O)(=O)N3CCCC3)cc2)c1	-13	132*	-0.5	-1.1	120	.	-4	33	27
Cc1occc1-c1nnc(SCC(=O)N2CCN(c3ccccc3)CC2)n1C	-6	100	-0.4	0.4	102	12	-8	-56	2
CCOc1ccc(NC(=O)C(Cc2ccccc2)NC(=O)C2CCCCC2)cc1 (configuration not stated)	-11	105	-0.7	0.3	101	24	-3	-8	1
CC(=O)c1ccc(N2CCN(C(=O)CCCn3c(=O)[nH]c4ccsc4c3=O)CC2)cc1	-5	106	1.5	1.4	105	19	-8	2	0
O=C(/C=C/c1cccc([N+](=O)[O-])c1)NCCSCc1ccco1	-10	95	1.2	1.6	103	11	-2	-4	-1
COC(=O)c1cc(NCc2cccs2)ccc1N1CCOCC1	-15	99	0.1	0.0	102	-2	-3	-8	7
CCNC(=O)C1Cc2ccccc2CN1S(=O)(=O)c1ccc(F)cc1 (configuration not stated)	-13	102	0.0	-0.8	102	.	3	19	-3
COc1cccc(-c2nc(CS(=O)(=O)CC(=O)N3CCc4ccccc43)c(C)o2)c1	-9	108	-1.3	0.5	106	1	.	1	3
CCOC(=O)N1CCN(C(=O)c2cnn3ccccc23)CC1	-5	101	0.3	-0.1	99	-4	3	2	7
Cc1ccc2c(c1)C1C=CCC1C(C(=O)NCCCN1CCOCC1)N2 (configuration not stated)	.	101	-1.6	-1.2	108	.	-3	.	4
COc1ccc([N+](=O)[O-])cc1NC(=S)NC(=O)C(C)(C)C	-7	102	-2.4	-1.1	101	9	-1	47	-1

More compounds follow:
SMILES	GPR7 antagonist	MEKK3 PB1 HTS	OXTR agonist	V1aR counter	MEKK2 WT-MEK5	NALP1 inh	GalR3 antag	PHOSPHO1 inh	MEKK2mut PB1 HTS
CCOC(=O)CSC1=NC(=O)/C(=C\c2ccc(OC(C)=O)cc2)S1	-10	104	2.3	1.2	102	-7	-3	48	2
CC(C)N1CC=C2C(C#N)=C(N)C(C#N)(C#N)C(c3ccccc3)C2C1 (configuration not stated)	-3	98	4.5	5.1	95	16	-6	17	0
COc1ccc(N2CCN(c3cc(C)c4ccc(C)cc4n3)CC2)cc1	2	96	0.8	4.0	95	8	9	24	-5
CN(C)c1cccc(C(=O)Nc2cccc(F)c2)c1	-2	99	-2.2	-1.6	102	9	-7	11	3
CCN1/C(=C/c2cc[n+](C)cc2)C=Cc2cc(C)ccc21	-7	98	0.7	-0.6	98	7	-5	36	-2
Oc1ccc(/C=N/NC(=S)N2CCOCC2)cc1	-6	104	0.2	0.7	104	-28	-1	-42	0
CCOC(=O)c1cc(-c2ccc(OC(F)F)cc2)nc2nc(SC)[nH]c(=O)c12	1	101	-0.9	-1.5	98	27	0	-2	13
COc1cc(=O)n(C)c2ccccc12	4	92	-0.2	0.5	105	7	-8	7	6
CCOc1ccccc1N(C)C(=O)c1ccc2c(=O)n3c(nc2c1)CCCCC3	11	97	0.1	0.9	95	16	-2	58	-2

14 structures already listed, arranged by molecular weight, ascending.
SMILES	GPR7 antagonist	MEKK3 PB1 HTS	OXTR agonist	V1aR counter	MEKK2 WT-MEK5	NALP1 inh	GalR3 antag	PHOSPHO1 inh	MEKK2mut PB1 HTS
COc1cc(=O)n(C)c2ccccc12	4	92	-0.2	0.5	105	7	-8	7	6
Oc1ccc(/C=N/NC(=S)N2CCOCC2)cc1	-6	104	0.2	0.7	104	-28	-1	-42	0
CCN1/C(=C/c2cc[n+](C)cc2)C=Cc2cc(C)ccc21	-7	98	0.7	-0.6	98	7	-5	36	-2
CCOC(=O)N1CCN(C(=O)c2cnn3ccccc23)CC1	-5	101	0.3	-0.1	99	-4	3	2	7
COc1ccc([N+](=O)[O-])cc1NC(=S)NC(=O)C(C)(C)C	-7	102	-2.4	-1.1	101	9	-1	47	-1
O=C(/C=C/c1cccc([N+](=O)[O-])c1)NCCSCc1ccco1	-10	95	1.2	1.6	103	11	-2	-4	-1
CC(C)N1CC=C2C(C#N)=C(N)C(C#N)(C#N)C(c3ccccc3)C2C1 (configuration not stated)	-3	98	4.5	5.1	95	16	-6	17	0
COc1ccc(N2CCN(c3cc(C)c4ccc(C)cc4n3)CC2)cc1	2	96	0.8	4.0	95	8	9	24	-5
Cc1ccc2c(c1)C1C=CCC1C(C(=O)NCCCN1CCOCC1)N2 (configuration not stated)	.	101	-1.6	-1.2	108	.	-3	.	4
CCNC(=O)C1Cc2ccccc2CN1S(=O)(=O)c1ccc(F)cc1 (configuration not stated)	-13	102	0.0	-0.8	102	.	3	19	-3
CCOC(=O)CSC1=NC(=O)/C(=C\c2ccc(OC(C)=O)cc2)S1	-10	104	2.3	1.2	102	-7	-3	48	2
CCOc1ccccc1N(C)C(=O)c1ccc2c(=O)n3c(nc2c1)CCCCC3	11	97	0.1	0.9	95	16	-2	58	-2
CCOC(=O)c1cc(-c2ccc(OC(F)F)cc2)nc2nc(SC)[nH]c(=O)c12	1	101	-0.9	-1.5	98	27	0	-2	13
CC(=O)c1ccc(N2CCN(C(=O)CCCn3c(=O)[nH]c4ccsc4c3=O)CC2)cc1	-5	106	1.5	1.4	105	19	-8	2	0
